All columns: NCI-60 one-dose screen, growth in % after 48 h at 10 µM unless noted; 100 = growth as untreated, 0 = no growth, -100 = all killed.
CCRF-CEM – CCRF-CEM leukemia; 7% of 77,000 active; AID 1794778
MOLT-4 – MOLT-4 leukemia cells; AID 1794779; 6.9% of 80,000 active
HOP-62 – HOP-62 NSCLC; 3.9% of 80,000 active; AID 1794735
HOP-92 – HOP-92 NSCLC cells. 6.3% of 71,000 active. AID 1794738
RPMI-8226 – RPMI-8226 leukemia cells. 7.5% of 77,000 active
A549/ATCC – A549/ATCC NSCLC. 3.7% of 81,000 active
SR – SR leukemia cells; 8.7% of 73,000 active; AID 1794780
EKVX – EKVX NSCLC; 3% of 71,000 active
* = called active by the depositor; / = not tested or not shown; & = joins results of further samples. Rule for the calls: active = growth percent below 10; inactive = the rest. The order is random; about 12% have a hit in one of these screens.

Compound,CCRF-CEM,MOLT-4,HOP-62,HOP-92,RPMI-8226,A549/ATCC,SR,EKVX
CCOC(=O)c1c(-c2ccc(Cl)cc2)c(C#N)c(=O)n(-c2ccccc2CC)c1N,17.7,70.3,97.5,65.9,69.3,85.0,/,90.6
N#CC(C#N)N=Nc1ccc(Cl)cc1,28.6,37.6,84.9,-15.1*,/,105.1,53.7,77.0
Cc1ccc(Cl)cc1NS(=O)(=O)c1ccccc1,110.8,88.1&112.6,95.3&107.8,87.6,104.1,108.9&94.5,83.9&107.4,94.8&94.3
CCOC(=O)c1ccccc1NC(c1ccccc1)c1ccc2cccnc2c1O (stereo not given),9.7*,12.6,16.4,16.5,17.5,21.6,17.7,/
COC(=O)C1(Cc2ccccc2)CC(=O)N1C[C@H](Cc1ccccc1)N(Cc1ccccc1)Cc1ccccc1 (stereo not given in full),55.4,23.6,73.0,47.1,36.6,50.9,33.8,33.5
CC1(C)C2CCC13CC(=O)OC3C2 (stereo not given),100.0,97.6,116.2,103.8,109.7,97.2,103.2,115.1
N#Cc1c(-c2cn(-c3ccccc3)nc2-c2ccc(OCc3ccccc3)cc2)cc(-c2ccc(Cl)cc2)oc1=N,77.7,88.3,94.3,85.1,87.7,90.4,100.6,87.4
NS(=O)(=O)c1ccc(-n2cc(COc3ccc(/C=C4/SC(=S)NC4=O)cc3)nn2)cc1,100.9,109.2,119.4,91.5,107.7,105.3,104.2,103.1
Brc1c2ccccc2c(Br)c2ccccc12,109.2,96.9,98.5,81.2,108.1,97.9,96.9,101.0
O=[N+]([O-])c1ccc(NCn2c(=S)sc3ccccc32)cc1,86.6,81.7,89.0,101.2,95.5,92.0,84.9,97.5
Cc1cccc(Cc2cnc(NC(=O)CCc3ccc(C)o3)s2)c1,5.9*,8.5*,47.5,64.9,5.1*,26.1,5.1*,43.8
O=C(Oc1ccc(Br)cc1)c1ccccc1,/,100.8,87.2,92.2,111.3,86.1,100.6,95.3
CC1(C)C2CC[C@]3(C)C(C(=O)C=C4[C@@H]5C[C@@](C)(C(=O)O)CC[C@]5(C)CC[C@]43C)[C@@]2(C)CC[C@@H]1O (stereo not given in full),99.1,110.6,108.3,74.2,101.3,94.4,106.6,91.5
Nc1nc(Cl)cc(-c2ccccc2)n1,109.1,92.8,87.3,95.9,103.7,99.4,87.6,104.3
CCCCOc1nc2c(C)cccc2cc1C1CNC(=O)c2ccccc2N1 (stereo not given),34.3,39.0,56.2,62.6,57.5,60.1,18.1,61.9
COc1ccc(-c2cc(NC(=O)Nc3cccc(C(C)=O)c3)no2)cc1,109.8,110.4,100.8,104.1,105.1,98.6,/,99.2
Cc1ccc(S(=O)(=O)Oc2c(Br)cc(Br)cc2Br)cc1,73.9,83.4,89.5,73.8,88.3,94.4,71.4,97.6
Cc1ccn(C(N)=O)n1,96.9&111.7,98.8&101.1,92.7&96.0,78.3&91.3,95.7&107.3,92.9&95.3,94.3&102.9,99.5&97.4
CC(C)COC(=O)N1c2ccccc2C=CC1OCC(C)C (stereo not given),107.4,85.0,110.8,98.9,105.3,96.3,77.7,112.6
CN1CCN(c2ccc(C(=O)/C=C/c3cc(F)cc(C(F)(F)F)c3)cc2)CC1,14.1,46.8,93.1,40.6,11.2,66.2,17.5,88.9
O=C(O)c1ccccc1C(=O)N(c1ccccc1)c1ccccc1,98.3,95.2,109.4,101.5,105.3,94.4,94.7,98.2
Oc1ccc(-c2nc(N3CCOCC3)c3ccccc3n2)cc1,82.5,82.8,80.8,44.3,73.8,84.8,76.0,72.4
COc1ccc(-c2cc(-c3ccc(Nc4ccnc5cc(Cl)ccc45)cc3)nc(N3CCCCC3)n2)cc1OC,90.6,90.8,104.7,95.4,92.4,88.0,93.7,92.9
CN(c1ccccc1)S(=O)(=O)c1ccc2ccccc2c1,93.6,88.5,/,80.6,91.7,95.6,58.9,/
CC(C)C1OC1(C)C#N (stereo not given),87.5,100.6,103.2,87.5,100.2,96.3,/,/
O=C(O)C1=C(C(=O)O)C2C=CC1C2,93.6,91.9,106.6,/,96.9,107.1,102.8,119.2
O=C(CSc1nnc(-c2ccc3nc(-c4ccccc4)[nH]c3c2)o1)Nc1ccc(Cl)cc1,13.7,7.6*,62.9,79.1,29.6,57.1,29.1,48.6
Cc1c(C2Nc3ccccc3C2C)[nH]c2ccccc12 (stereo not given),/,43.4,56.6,63.3,56.6,47.3,/,/
CC(=O)OCC[N+](C)(C)C,96.2&86.9,101.5,101.0&111.5,99.0&79.1,93.9,92.6&97.6,101.8,105.8&105.2
O=C(Nc1ncc([N+](=O)[O-])s1)c1cccc([N+](=O)[O-])c1,33.0,27.8,25.3,/,-6.2*,81.8,39.3,37.9

Whole records, looked up by structure. Values in the order: CCRF-CEM, MOLT-4, HOP-62, HOP-92, RPMI-8226, A549/ATCC, SR, EKVX
O=C(Nc1ncc([N+](=O)[O-])s1)c1cccc([N+](=O)[O-])c1 as listed: 33.0, 27.8, 25.3, /, -6.2*, 81.8, 39.3, 37.9
Cc1ccc(S(=O)(=O)Oc2c(Br)cc(Br)cc2Br)cc1 as listed: 73.9, 83.4, 89.5, 73.8, 88.3, 94.4, 71.4, 97.6
COc1ccc(-c2cc(-c3ccc(Nc4ccnc5cc(Cl)ccc45)cc3)nc(N3CCCCC3)n2)cc1OC as listed: 90.6, 90.8, 104.7, 95.4, 92.4, 88.0, 93.7, 92.9
Cc1c(C2Nc3ccccc3C2C)[nH]c2ccccc12 (stereo not given) as listed: /, 43.4, 56.6, 63.3, 56.6, 47.3, /, /
O=C(CSc1nnc(-c2ccc3nc(-c4ccccc4)[nH]c3c2)o1)Nc1ccc(Cl)cc1 as listed: 13.7, 7.6*, 62.9, 79.1, 29.6, 57.1, 29.1, 48.6

Continued.
Compound,CCRF-CEM,MOLT-4,HOP-62,HOP-92,RPMI-8226,A549/ATCC,SR,EKVX
N#CC1C(=O)NC(c2cccc([N+](=O)[O-])c2)c2sc3c(F)cccc3c21 (stereo not given),100.1,81.1,77.6,82.8,86.0,106.5,82.7,88.5
CONC(=O)c1ccccc1Nc1cc(Nc2cc(C)nn2C(C)C)ncc1Cl,82.2,82.2,44.6,38.7,75.2,56.4,29.1,79.2
Nc1ncc(C2CCNC(=O)c3[nH]ccc32)[nH]1 (stereo not given),107.5,100.5,88.8,101.0,105.3,97.8,91.8,95.4
COc1ccc(C2CC(c3c(C)oc4c(OC)c5occc5c(OC)c4c3=O)=NN2)cc1OC (stereo not given),95.7,82.7,97.0,73.3,96.7,101.5,80.0,103.0
Cc1cc(C)cc(C(=O)c2cc(Cl)ccc2OCCn2c(=O)ccn(CCOc3ccccc3)c2=O)c1,64.3,28.2,80.0,51.9,41.3,45.8,47.9,43.5
CCOC(=O)c1sc2ncnc(Nc3ccc4c(cnn4C(=O)Nc4ccccc4)c3)c2c1C,/,91.0,/,/,/,56.7,27.9,84.3
OCC1OC(n2cnc3c(N/N=C\c4ccccn4)ncnc32)C(O)C1O (stereo not given),16.8,21.0,10.0,/,/,24.6,20.3,7.3*
Cc1ccc(S(=O)(=O)NNc2ccc(-c3ccccc3)nn2)cc1,103.8,90.6,96.4,100.9,95.3,101.8,101.8,93.7
CC1=NN(c2ccccc2)C(=O)/C1=C\c1ccc(N(CCC#N)CCC#N)cc1,101.4,106.0,97.5,/,107.0,106.3,91.9,/
CCN(CC)CC(O)COc1ccccc1 (stereo not given),104.0,111.7,128.1,97.7,31.0,103.6,109.4,120.0
COc1cc2c(cc1OC)C(CCc1ccc(Cl)cc1)N(C)CC2 (stereo not given),80.7,90.8,79.8,50.1,72.7,102.0,/,100.8
O=c1[nH]c2ccccc2cc1CSc1ccccc1Nc1nccc(-c2ccc(Cl)cc2)n1,100.5,100.0,95.6,83.5,94.5,95.4,99.2,88.6
Cn1c(=O)c2c(ncn2CC[N+](C)(C)C)n(C)c1=O,108.8,103.8,92.0,109.6,103.6,91.7,94.7,94.6
Cc1cc(C)n(C(=O)CSc2ncnc3c2c(-c2ccccc2)cn3-c2ccc(Cl)cc2)n1,104.4,106.7,83.0,72.1,105.5,88.6,104.4,84.2
Nc1c(C(=O)c2ccc(Br)cc2)sc2nc3c(cc12)CCCC3,89.9,96.4,98.6,89.2,94.6,96.8,65.3,/
Oc1ccc2cc(Br)ccc2c1-c1c(O)ccc2cc(Br)ccc12,45.0,40.2,72.2,20.0,64.9,44.0,30.9,57.6
COc1cccc(/C(O)=C2\C(=O)C(=O)N(CCCn3ccnc3)C2c2cc(OC)c(OC)c(OC)c2)c1 (stereo not given),101.9,110.9,108.2,95.9,113.2,98.6,92.7,/
O=C(O)CCC(=O)c1ccc(Br)cc1,108.4,92.5,100.7,/,113.9,99.7,97.8,105.3
CC(OC(=O)Nc1cccc(Cl)c1)C(=O)OCCCl (stereo not given),/,100.2,102.4,/,106.1,110.9,93.3,/
C(=N\Nc1ccccn1)/c1ccccn1,0.9*,18.8,19.2,79.1,35.5,12.2,15.8,25.8
CCOC(=O)C(F)C(Sc1ccccc1)C1CC1CCc1ccc(OC)cc1 (stereo not given),75.2,56.0,109.5,88.8,51.4,97.7,40.0,75.3
COC1OC(COS(=O)(=O)c2ccc(C)cc2)C2OC(C)(C)OC12 (stereo not given),95.7,73.8,93.0,87.1,111.1,90.8,67.3,81.6
COc1ccc2c(c1)C(N1CCCC1=O)CCN2Cc1ccc2c(c1)OCO2 (stereo not given),/,80.2,97.4,/,/,96.8,81.6,95.5
Cc1cc(/C=C/c2ccc3cc(N(C)C)ccc3[n+]2C)c(C)n1-c1ccccc1,0.8*,0.2*,-81.5*,/,-30.2*,-44.9*,2.3*,0.1*
COC(=O)C1=C(C)C(=O)CC1,99.6,100.5,113.9,112.6,110.0,111.7,/,131.3
CCOC(CC)(OCC)OCC,103.7,92.6,95.9,103.9,105.1,113.5,94.6,100.8
COc1cc(C)c(C(=O)Oc2cc(C)c(C(=O)O)c(O)c2C)c(OC)c1C,105.9,99.7,95.3,98.8,103.2,106.3,102.3,98.1
Ic1ccc([I+]c2ccc(I)cc2)cc1,/,68.2,73.1,55.5,41.7,73.9,/,54.2
CC(C)Cn1cnc2c(NCn3nc(-c4cc(Cl)cc(Cl)c4Cl)n(/N=C/c4ccc(Cl)cc4)c3=S)nc3ccccc3c21,/,82.2,79.4,45.0,44.3,77.9,/,70.6
Clc1cccc(Cl)c1C(Nc1nc2ccccc2s1)Nc1nc2ccccc2s1,81.7,89.5,99.7,17.3,5.0*,105.6,/,97.1

Arranged by heavy-atom count (lowest first): 3 of the compounds above.
Compound,CCRF-CEM,MOLT-4,HOP-62,HOP-92,RPMI-8226,A549/ATCC,SR,EKVX
CCOC(CC)(OCC)OCC,103.7,92.6,95.9,103.9,105.1,113.5,94.6,100.8
Cc1ccc(S(=O)(=O)NNc2ccc(-c3ccccc3)nn2)cc1,103.8,90.6,96.4,100.9,95.3,101.8,101.8,93.7
COC(=O)C1(Cc2ccccc2)CC(=O)N1C[C@H](Cc1ccccc1)N(Cc1ccccc1)Cc1ccccc1 (stereo not given in full),55.4,23.6,73.0,47.1,36.6,50.9,33.8,33.5

(cont.)
Compound,CCRF-CEM,MOLT-4,HOP-62,HOP-92,RPMI-8226,A549/ATCC,SR,EKVX
Cc1cc(C)n(-c2ncc(C#N)c(N)n2)n1,95.4,98.1,101.0,93.9,100.5,89.6,97.4,101.9
COc1cc2cc(Oc3ccc(NC(=O)Nc4cccc(C(F)(F)F)c4)cc3)c(C)nc2cc1OCCN1CCOCC1,23.9,6.8*,50.8,33.9,/,15.8,9.3*,25.4
CC(=O)c1cc(C)[nH]c1C,87.3,106.4,100.2,82.5,95.6,100.7,89.1,108.6
COc1cc(-c2ccc3ncnc(NC(C)c4ccccc4)c3c2)cnc1OC (stereo not given),56.3,45.1,44.4,20.1,26.5,41.9,43.7,19.5
C/C(=N\N1C(=O)c2ccccc2NC1c1ccccc1Br)c1c(O)cc(C)oc1=O (stereo not given),93.8&92.1,89.8&94.5,112.0&98.0,97.0&87.9,97.6&95.7,97.2&89.2,71.3&86.9,101.7&104.9
O=C(/C=C\C(=O)OC1CCCCC1)OC1CCCCC1,83.4,73.9,120.9,104.6,89.0,89.0,93.5,114.0
COc1ccc(-c2nc(SCCC(C)C)nc(N/N=C(/C)c3ccc(C)cc3)c2C#N)cc1,94.4,88.3,93.9,62.2,88.0,99.3,91.2,90.8
Fc1ccc(-c2ncnc3c2ncn3CC#CCn2cnc3c(-c4ccc(F)cc4)ncnc32)cc1,85.3,107.7,104.1,94.8,98.6,94.2,80.5,105.1
CCOc1ccc2nc(NC(=O)CSC(=S)N3CCN(C)CC3)sc2c1,/,111.2,102.1,107.4,99.4,88.9,122.4,100.2
COc1ccc2[nH]c(O)c(/C=c3/cc4c(c(-c5ccc(F)c(OC)c5)n3)=Nc3ccccc3-4)c2c1,/,1.8*,88.6,57.5,-20.4*,52.8,2.4*,89.5
C=C(CN1CC=CCC1)[C@@H]1CC[C@]2(C(=O)O)CC[C@]3(C)[C@H](CC[C@@H]4[C@@]5(C)CC[C@H](OC(C)=O)C(C)(C)[C@@H]5CC[C@]43C)[C@@H]12,76.1,93.3,112.2,97.7,77.7,89.5,104.6,103.1
COc1cc(/C=N/c2oc(-c3ccccc3)c(-c3ccccc3)c2C#N)cc(CN2CCN(C)CC2)c1O,102.4,97.6,97.2,101.3,99.8,97.3,/,95.7
